ATG4B inhibitor – blocks human ATG4B protease cleavage of LC3 substrate. inhibition, % at 8.33 µM. AID 504462. ATG4B cleavage of LC3-PLA2, NBD-HPC fluorescence, 1 h. 340,000 compounds, 0.51% hits; in the data active means inhibition above about 40%
Target sequence (Q9Y4P1 whole entry, looked up): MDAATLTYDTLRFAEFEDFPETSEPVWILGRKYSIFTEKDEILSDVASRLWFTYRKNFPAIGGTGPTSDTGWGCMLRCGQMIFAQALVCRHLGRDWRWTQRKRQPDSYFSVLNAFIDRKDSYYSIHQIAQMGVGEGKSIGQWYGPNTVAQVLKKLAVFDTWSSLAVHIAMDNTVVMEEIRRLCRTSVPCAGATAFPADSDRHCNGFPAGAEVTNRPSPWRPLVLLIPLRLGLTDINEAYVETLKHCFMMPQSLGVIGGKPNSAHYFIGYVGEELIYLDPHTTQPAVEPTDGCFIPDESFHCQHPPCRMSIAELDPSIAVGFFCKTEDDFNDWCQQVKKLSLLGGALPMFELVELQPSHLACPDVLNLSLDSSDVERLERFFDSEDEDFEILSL
APOBEC3G inh – blocks human APOBEC3G single-stranded DNA deamination; inhibition, % at 20 µM; Q9HC16; recombinant A3G, ssDNA deamination FAM/TAMRA fluorescence; 330,000 compounds, 0.28% hits;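 active means inhibition of at least 40% at 20 µM, with no more than 30% in the related APOBEC3A deaminase screen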;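 further: plate controls were DMSO wells with A3G for no effect and wells lacking A3G enzyme for full effect; some compounds called inactive have numbers as strong as hits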
MIN6 prolif – MIN6 beta-cell proliferation induction; proliferation, % at 10 µM; 330,000 compounds, 0.29% hits; MIN6 cells proliferation, ATPlite luminescence, 48 h; cells starved in 0.2% serum; 100% = growth in 10% serum;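 active means compounds whose signal lies at least 3.5 SD above the mean of all wells on their plate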;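 further: 0% = DMSO-treated cells in low-serum medium and 100% = 10% serum control; some compounds called inactive have numbers as strong as hits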
mIAP act – increases mouse intestinal alkaline phosphatase activity; 330,000 compounds, 0.24% hits; muIAP, CDP-Star luminescence, 30 min; active compounds read high; 1 = vehicle-only enzyme signal, 0 = enzyme-free wells; activation factor at 10 µM;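 active means activation factor of at least 2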; further: the source names both 10 and 20 µM as test concentration; values of inactives mirror those of a sister screen read the other way
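Assay system: mouse IAP enzyme; reagent: chemiluminescent substrate CDP-Star; dosing: test compounds delivered from DMSO solution; schedule: 30 min at room temperature; measured by: luminescence from enzymatic CDP-Star hydrolysis; controls: DMSO-only wells and no-enzyme negative control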
hIAP inh – blocks human intestinal alkaline phosphatase | P09923 | purified IAP, CDP-Star luminescence, 30 min | AID 2544 | 330,000 compounds, 0.12% hits | inhibition, % at 10 µM;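 active means inhibition reaching a set limit with compound at 10 µM in the primary screen, cut at about 35% in these data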;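 further: plate controls were DMSO wells with enzyme for no effect and no-enzyme buffer wells for full effect; values of inactives mirror those of a sister screen read the other way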
Target sequence (P09923 whole entry, looked up): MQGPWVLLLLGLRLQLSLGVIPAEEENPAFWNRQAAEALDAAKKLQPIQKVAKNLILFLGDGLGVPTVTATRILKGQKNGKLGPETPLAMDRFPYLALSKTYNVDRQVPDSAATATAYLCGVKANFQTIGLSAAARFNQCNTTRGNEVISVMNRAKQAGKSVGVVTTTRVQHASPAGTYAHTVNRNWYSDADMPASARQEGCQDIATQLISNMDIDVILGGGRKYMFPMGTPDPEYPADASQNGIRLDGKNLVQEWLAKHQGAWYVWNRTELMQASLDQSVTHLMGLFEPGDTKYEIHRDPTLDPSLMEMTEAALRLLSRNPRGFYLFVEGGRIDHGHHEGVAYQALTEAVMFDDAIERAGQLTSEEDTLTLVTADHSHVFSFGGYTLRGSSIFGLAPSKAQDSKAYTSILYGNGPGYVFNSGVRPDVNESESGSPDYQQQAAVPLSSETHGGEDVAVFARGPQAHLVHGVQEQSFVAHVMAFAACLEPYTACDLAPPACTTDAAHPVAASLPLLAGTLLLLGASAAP
MPTP inh – permeability transition pore inhibition. 360,000 compounds, 1.4% hits. isolated mouse mitochondria, Ca2+ swelling absorbance, 30 min. inhibition, % at 10 µM;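 active means inhibition of 50% or more, scaled per plate between neutral and stimulator controls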;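 further: 0% = DMSO wells given calcium and 100% = 1 mM EGTA wells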
mIAP inh – blocks mouse intestinal alkaline phosphatase; purified mouse IAP, CDP-Star luminescence, 30 min; inhibition, % at 10 µM; 330,000 compounds, 0.2% hits; AID 2806;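 active means inhibition of at least 40% at 10 µM in the primary screen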;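 further: plate controls were DMSO with enzyme for no effect and no enzyme wells for full effect; values of inactives mirror those of a sister screen read the other way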
APOBEC3A inh – blocks human APOBEC3A ssDNA deamination. recombinant A3A, FAM/TAMRA ssDNA deamination fluorescence. inhibition, % at 20 µM. 330,000 compounds, 0.41% hits;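 active means at least 40% inhibition at 20 µM here, with at most 30% in a related deaminase screen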;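 further: plate controls were A3A with DMSO for no effect and wells lacking A3A enzyme for full effect; some results filed as inactive read as strong as hits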
hIAP act – human IAP activation; purified human IAP, CDP-Star luminescence, 30 min; active compounds read high; 1 = vehicle-only enzyme, 0 = enzyme-free background; activation factor at 10 µM; 330,000 compounds, 0.16% hits; AID 2524;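 active means activation factor of the enzyme at least 2-fold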; further: the source names both 10 and 20 µM as test concentration; values of inactives mirror those of a sister screen read the other way
* = called active by the depositor; x = not tested or not shown.

SMILES	ATG4B inhibitor	APOBEC3G inh	MIN6 prolif	mIAP act	hIAP inh	MPTP inh	mIAP inh	APOBEC3A inh	hIAP act
COCCn1c(SCC(=O)NC(=O)NC2CCCCC2)nc2ccccc2c1=O	-5	-6	-4	0.91	0	-0.4	9	-2	1
CCc1ccccc1N(CC(=O)Nc1cccc(N(C)S(C)(=O)=O)c1)S(C)(=O)=O	-13	-8	-3	1.1	-11	-0.3	-14	-4	1.1
COc1ccc(N2CC(C(=O)NCCc3c[nH]c4ccccc34)CC2=O)cc1 (configuration not stated)	9	-3	7	0.99	-2	-0.3	1	0	1
CCCCC(=O)Nc1ccc(C(=O)Nc2ccc(S(=O)(=O)Nc3nccc(C)n3)cc2)cc1	-10	-2	1	1	-4	0.4	-5	2	1
CC(NC(=O)c1cccs1)c1ccc(Cl)cc1 (configuration not stated)	4	-3	-3	1.1	-1	-1.2	-11	-3	1
Cc1ccc(/C=C/C(=O)O)cc1S(=O)(=O)N1CCc2ccccc21	-6	-9	-1	1	-6	-0.9	-2	0	1.1
CCOC(=O)C1CCCN(C(=O)c2cc(CN3C(=O)c4ccccc4C3=O)ccc2OC)C1 (configuration not stated)	2	3	4	0.95	5	0.0	5	-3	0.95
Cc1cc(O)c2c(c1)C(=O)c1cc(O)cc(O)c1C2=O	1	1	-8	0.82	0	50*	18	7	1
COc1ccc(CN(CC(=O)NCc2ccc(F)cc2)C(=O)CCC(=O)Nc2ccccn2)cc1	1	-6	-4	0.93	5	1.0	7	-2	0.95
CCCCn1c(N)c(N(CC)C(=O)c2cc(OC)cc(OC)c2)c(=O)[nH]c1=O	-2	20	-3	1.1	12	2.6	-14	35	0.88
COc1ccc(S(=O)(=O)Nc2cccc(S(=O)(=O)N3CCCC3)c2)cc1OC	2	-8	-4	1	-11	-0.3	-1	-4	1.1
CC(C)NC(=O)C(c1ccc(F)cc1)N(C(=O)CCC(=O)Nc1ccccn1)c1ccccc1F (configuration not stated)	-4	-5	0	0.98	-2	-3.2	2	1	1
COc1ccc(CNC(=O)CSc2nnc(NC(=O)c3ccccc3F)s2)cc1	7	-4	-4	0.96	9	1.5	4	-1	0.91
O=S(=O)(NCc1cc(-c2ccccc2)no1)c1ccccc1	-4	-4	-1	0.97	-9	0.7	3	-2	1.1
COCCCNC(=O)c1c(N)n(/N=C/c2cccs2)c2nc3ccccc3nc12	-6	2	-3	1.1	-24	-4.3	-11	0	1.2
COc1cc(CCCN2CCNC[C@@H]2Cc2ccccc2)cc(OC)c1OC	-9	-6	-3	1	3	-0.2	-4	-2	0.97
COc1ccc(CCNC(=O)Cn2c(=O)n(-c3ccc(F)cc3F)c(=O)c3sccc32)cc1OC	-5	-2	-2	1	1	0.7	-2	2	0.99
CC(=O)c1ccc(OCCCC(=O)NCc2nnc3ccccn23)cc1	4	-2	5	1.1	11	-1.7	-5	-1	0.89
C=CCSCC1Nc2cc(Cl)c(S(N)(=O)=O)cc2S(=O)(=O)N1 (configuration not stated)	-4	-4	-2	0.92	0	-2.6	8	-4	1
O=C(CN1C(=O)C2C3C=CC(C3)C2C1=O)NCc1ccc2c(c1)OCO2 (configuration not stated)	7	4	0	0.95	2	-0.3	5	4	0.98

Compound profiles (already shown). Screens in order: ATG4B inhibitor	APOBEC3G inh	MIN6 prolif	mIAP act	hIAP inh	MPTP inh	mIAP inh	APOBEC3A inh	hIAP act
COc1ccc(CN(CC(=O)NCc2ccc(F)cc2)C(=O)CCC(=O)Nc2ccccn2)cc1 as listed: 1	-6	-4	0.93	5	1.0	7	-2	0.95
COc1ccc(N2CC(C(=O)NCCc3c[nH]c4ccccc34)CC2=O)cc1 (configuration not stated) as listed: 9	-3	7	0.99	-2	-0.3	1	0	1
Cc1cc(O)c2c(c1)C(=O)c1cc(O)cc(O)c1C2=O as listed: 1	1	-8	0.82	0	50*	18	7	1

Carrying on:
SMILES	ATG4B inhibitor	APOBEC3G inh	MIN6 prolif	mIAP act	hIAP inh	MPTP inh	mIAP inh	APOBEC3A inh	hIAP act
CC(C)C(NC(=O)C1CCCCC1)C(=O)NCCc1ccccc1 (configuration not stated)	8	-1	1	0.95	-7	-0.6	5	3	1.1
O=C(COC(=O)Cc1n[nH]c(=O)c2ccccc12)NNC(=O)c1ccccc1	1	-12	-2	1	4	-0.5	-4	-2	0.96
COc1cccc(NC(=O)CCC(=O)Nc2ccc3nc(N4CCOCC4)cc(C)c3c2)c1	-14	-1	1	1	-2	0.2	-2	2	1
O=C(NC1CCCC1)C1CCC(=O)N1C1CCCCC1 (configuration not stated)	-4	-3	7	1.1	-2	0.9	-8	32	1
C=CCn1c(-c2cccc(OCC)c2)n[nH]c1=S	2	32	-1	0.93	2	-0.3	7	-5	0.98
CCCCN1CC(COCc2ccccc2)Oc2ccccc2S1(=O)=O (configuration not stated)	0	11	x	1.1	x	-1.1	-9	5	x
COc1ccc(-c2cc(C(F)(F)F)nc(SCCC(=O)NCc3ccccc3)n2)cc1	4	12	-5	0.95	6	60*	5	-3	0.94
CC(C)NC(=S)N/N=C/c1c[nH]c2ccccc12	-9	-8	0	1	-32	-7.3	-4	-2	1.3
CC1(C)CC(=O)C2=C(C1)NC(=O)CC2c1ccc(F)cc1 (configuration not stated)	-4	0	0	0.94	-76	0.3	6	2	1.8
N#CC1=C2C=Cc3ccccc3N2CCCC1=O	-12	-6	0	1.1	-7	0.7	-5	-2	1.1
CCOC(=O)c1ccc(Nc2cc(C)nc(C)c2C(=O)OCC)cc1	-11	-1	-1	0.96	6	-7.1	4	-3	0.94
COc1cccc(OCc2cc(C(=O)NCC3CCCCC3)no2)c1	7	-4	-1	1.1	3	-0.9	-5	-2	0.97
COc1ccccc1OCC(=O)NCC1CCCN(Cc2cnn(C)c2C)C1 (configuration not stated)	10	-5	6	0.96	-18	-1.1	4	-3	1.2
CC(NC(=O)/C=C/c1cnc2ccccc2n1)C12CC3CC(CC(C3)C1)C2 (configuration not stated)	-1	-1	-5	0.89	8	4.2	11	9	0.92
Clc1ccc(-c2nc3ccccc3n2OCc2ccccc2)cc1	10	-6	-5	0.94	13	2.5	6	-2	0.87
CCN(CC)C(=O)c1sc2c(c1C)c(=O)n(-c1ccc(C)c(C)c1)c(=O)n2CC(=O)NCC1CCCO1 (configuration not stated)	9	-4	-4	1	10	-1.9	-3	-3	0.9
O=S(=O)(c1ccc(NC(=S)N/N=C/c2ccc(O)c(O)c2)cc1)N1CCOCC1	-9	-5	-3	0.29	34	3.8	70*	-6	0.66
Oc1ccc(-c2nc3ncccn3c2Nc2ccc3c(c2)OCO3)cc1	-12	-3	1	0.95	-32	-2.8	5	-3	1.3
CN1CCN(S(=O)(=O)c2cccc(C(=O)N(C)Cc3c(F)cccc3Cl)c2)CC1	4	6	-7	0.99	-9	0.0	1	29	1.1
COc1ccc(C(CNC(=O)CCNC(=O)c2ccccc2Cl)N2CCCC2)cc1 (configuration not stated)	-3	-5	0	0.92	-6	-0.7	8	-1	1.1

A different layout for some results above.
C=CCn1c(-c2cccc(OCC)c2)n[nH]c1=S
- ATG4B inhibitor: 2
- APOBEC3G inh: 32
- MIN6 prolif: -1
- mIAP act: 0.93
- hIAP inh: 2
- MPTP inh: -0.3
- mIAP inh: 7
- APOBEC3A inh: -5
- hIAP act: 0.98
CCCCN1CC(COCc2ccccc2)Oc2ccccc2S1(=O)=O (configuration not stated)
- ATG4B inhibitor: 0
- APOBEC3G inh: 11
- MIN6 prolif: x
- mIAP act: 1.1
- hIAP inh: x
- MPTP inh: -1.1
- mIAP inh: -9
- APOBEC3A inh: 5
- hIAP act: x
COc1ccc(-c2cc(C(F)(F)F)nc(SCCC(=O)NCc3ccccc3)n2)cc1
- ATG4B inhibitor: 4
- APOBEC3G inh: 12
- MIN6 prolif: -5
- mIAP act: 0.95
- hIAP inh: 6
- MPTP inh: 60*
- mIAP inh: 5
- APOBEC3A inh: -3
- hIAP act: 0.94

Some of the entries so far, with values under each structure:
The line under a structure holds: ATG4B inhibitor	APOBEC3G inh	MIN6 prolif	mIAP act	hIAP inh	MPTP inh	mIAP inh	APOBEC3A inh	hIAP act
O=C(COC(=O)Cc1n[nH]c(=O)c2ccccc12)NNC(=O)c1ccccc1
→ 1	-12	-2	1	4	-0.5	-4	-2	0.96
COc1ccc(CCNC(=O)Cn2c(=O)n(-c3ccc(F)cc3F)c(=O)c3sccc32)cc1OC
→ -5	-2	-2	1	1	0.7	-2	2	0.99

Next section.
SMILES	ATG4B inhibitor	APOBEC3G inh	MIN6 prolif	mIAP act	hIAP inh	MPTP inh	mIAP inh	APOBEC3A inh	hIAP act
O=C(c1ccccc1)C1CCN(C(=O)c2ccc(Cl)cc2)CC1	-7	0	-5	0.97	4	0.3	3	1	0.96
CC(C)CC(c1nnnn1CCc1ccccc1)N1CCC(C(N)=O)CC1 (configuration not stated)	-2	-4	0	1	7	0.8	-1	4	0.93
Oc1ccccc1-c1n[nH]c(=S)n1Cc1ccccc1	7	22	-2	0.87	-36	-0.9	13	-5	1.4
CCC(=O)c1ccc(OCC(=O)NC2CCN(Cc3ccccc3)CC2)cc1	8	-1	-3	1	-2	3.5	-3	2	1
O=S(=O)(Nc1ccc2c(c1)OCCO2)c1ccc2oc3ccccc3c2c1	-16	-11	-4	0.99	-7	68*	1	-3	1.1
CCCOc1ccc(C(=O)Nc2ccc(S(=O)(=O)Nc3cc(C)nc(C)n3)cc2)cc1	2	-3	-3	0.91	-11	1.5	9	7	1.1
CCc1ccc(C(=O)N2CCN(c3ccc(F)cc3)CC2)s1	6	-3	-3	0.98	12	-2.6	2	2	0.88
CC(=O)c1cnc2cc(C)nn2c1C	6	-6	2	1.1	-21	-8.8	-10	-3	1.2
CC1CCCN(C(=O)c2cc(-c3ccco3)nc3ccccc23)C1 (configuration not stated)	-2	-4	-3	0.97	6	-1.8	2	1	0.94
CC1COc2ccccc2N1C(=O)c1ccc(Cl)cc1 (configuration not stated)	7	1	-5	1.1	-1	1.0	-5	3	1
O=C(NCc1csc(-c2cccs2)n1)C1CCC1	-5	2	-3	0.98	4	0.6	2	1	0.96
COc1ccc(CNS(=O)(=O)NCc2ccccc2)cc1	-10	-1	3	0.99	-6	3.2	1	2	1.1
CCCOc1ccc(C(=O)N(CC(C)C)c2c(N)n(Cc3ccccc3)c(=O)[nH]c2=O)cc1	-5	0	-2	1	-21	-0.6	-1	2	1.2
O=C(NCCN1CCCCC1)c1c(O)c2ccccc2[nH]c1=O	4	-4	0	0.97	0	-1.6	3	1	1
CCOCCCn1c(SCC(=O)Nc2ccc(C(N)=O)cc2)nc2ccccc2c1=O	-6	-6	4	1.1	3	-1.2	-9	-2	0.97
Cc1cc(NC(=O)/C=C/c2cccc(Cl)c2)n(-c2nc3ccccc3[nH]2)n1	0	1	-5	0.87	-37	3.3	13	1	1.4
CCN(CC)c1ccc(C2C(C(=O)OCCOC)=C(C)NC3=C2C(=O)CCC3)cc1 (configuration not stated)	-6	-3	-1	1	-7	-0.1	0	-5	1.1
COc1c(Cl)cc(Cl)cc1CNCCNCC(C)O (configuration not stated)	4	-10	-1	1	-9	-0.7	-2	-5	1.1
COc1ccc(S(=O)(=O)N2CCC(C(N)=O)CC2)c2ccccc12	4	-2	0	1	-31	5.2	-1	-2	1.3
Cc1ccc(-n2nnnc2SCc2ccccn2)cc1C	0	0	0	0.95	6	-2.7	5	2	0.94
O=C(Cn1c(=O)sc2ccccc21)OC(CCl)CCl	-4	-5	-3	0.97	-2	1.3	3	-4	1

High-throughput results deposited in PubChem by Sanford-Burnham Center for Chemical Genomics.
